AI-2 QS modul: modulates the Vibrio harveyi AI-2 quorum sensing system | Vibrio harveyi JMH597 AI-2 luminescence/OD600 ratio, 9 h; stronger effect = lower value; strain lacks LuxN and CqsS sensors; 0 = neutral-control median | activity change, % at 7.5 µM | actives 0.4% (n = 300,000) | AID 2094; in the data active = activity change below about -75%, passing the limit was not always enough; inconclusive = no clear call, values can overlap the other calls;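 also: luminescence divided by OD600 gain over 9 h not by final OD600 alone; inactives centre near 13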
KLF5 inhibitor: suppresses KLF5 promoter-driven expression. actives 0.23% (n = 290,000). inhibition, % at 5 µM. DLD-1 KLF5 promoter-luciferase reporter, luminescence. AID 1700;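 active = inhibition above a per-plate limit of that plate's mean compound inhibition plus 3 SD, cut at about 60% in these data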;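 also: 0% = DMSO wells and 100% = LY294002 at 200 µM; higher means less KLF5 promoter-driven luciferase light; inactives centre near -14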
aSyn UTR inh: MLPCN primary screen, SNCA 5' untranslated region; actives 0.82% (n = 300,000); alpha-synuclein 5'UTR reporter, inhibitor activity; inhibition, % (tested at 7.5 µM); in the data active = inhibition above about 60%; inconclusive = no clear call, values can overlap the other calls;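 also: H4 neuroglioblastoma cells stably carrying SNCA 5'UTR luciferase fusion; 0% = DMSO wells and 100% = positive control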
Platelet DG rel: modulates dense granule release in human platelets; inhibition, %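 (compounds screened at 7.5 µM in platelet-rich plasma)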; human platelet-rich plasma, SFLLRN dense granule ATP release, luminescence; actives 0.22% (n = 300,000);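 active = mean replicate score, as percent of positive control, at or above 50; inconclusive = mean below 50 but at least one replicate at or above 50; inactive = mean and every replicate below 50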
HSF-1 act: increases HSF-1 driven luciferase reporter signal. actives 1.7% (n = 300,000). activation, % at 9 µM. AID 504408. NIH3T3-HGL HSF-1 luciferase reporter, MG132, 8 h; 100% = twice DMSO control signal;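 active = mean replicate activation of at least 50% with a set share of replicates each reaching 50%; inconclusive = only one of those two conditions met; inactive = mean below 50% and too few replicates reaching it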;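 also: 0% = median of the neutral control wells and 100% = twice that signal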
HDAC3 inh: blocks human histone deacetylase 3. actives 0.15% (n = 320,000). recombinant HDAC3, fluorogenic peptide/trypsin coupled, fluorescence. O15379. inhibition, % at 8.3 µM; in the data active = inhibition above about 26%, passing the limit was not always enough; inconclusive = no clear call, values can overlap the other calls
Target sequence (O15379 whole entry, looked up): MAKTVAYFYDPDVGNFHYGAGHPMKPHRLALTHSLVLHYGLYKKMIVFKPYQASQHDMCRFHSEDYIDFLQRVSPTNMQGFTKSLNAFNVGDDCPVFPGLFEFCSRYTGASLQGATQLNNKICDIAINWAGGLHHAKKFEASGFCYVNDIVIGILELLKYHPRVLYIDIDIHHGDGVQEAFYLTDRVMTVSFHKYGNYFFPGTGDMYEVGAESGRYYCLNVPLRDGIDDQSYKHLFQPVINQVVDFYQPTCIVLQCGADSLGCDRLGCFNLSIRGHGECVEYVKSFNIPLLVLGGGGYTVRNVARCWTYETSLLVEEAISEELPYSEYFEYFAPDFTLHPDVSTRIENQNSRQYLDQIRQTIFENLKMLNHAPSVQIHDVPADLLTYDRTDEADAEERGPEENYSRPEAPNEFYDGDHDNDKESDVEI
HSF1 inh: HSF1 inhibition; AID 2098; actives 0.77% (n = 300,000); NIH3T3-HGL HSE-luciferase, MG132-induced, luminescence 8 h; stronger effect = lower value; activity change, negative = inhibition, % at 7.5 µM (by protocol);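 active = more than half of replicate wells show activity change below -50%, luminescence cut by over half; inconclusive = some wells, but at most half, below -50%; inactive = no replicate well below -50%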;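 also: luciferase reports HSF-1 transcriptional activity via heat shock element; 0% = median of DMSO wells and -100% = zero luminescence signal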
IEC-6 tox: IEC-6 cytotoxicity, counter-screen for KLF5 inhibitors; luminescence viability; inhibition, % at 5 µM; actives 0.78% (n = 290,000); in the data active = inhibition above about 22%;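 also: 0% = plate median of test compound wells and 100% = cytotoxic reference compound wells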
HIF act: HIF pathway transcriptional activation; activation, % at 7.5 µM (by protocol); U2OS HRE-luciferase reporter, luminescence; normalized: DMSO 0%, desferrioxamine 100%; actives 0.32% (n = 300,000);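 active = mean activation of at least 10% of the iron chelator positive control signal, with at least half of replicates also reaching 10%; inconclusive = mean and replicate majority disagree about reaching 10%; inactive = mean and most replicates under 10%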
HSP90 inh: blocks HSP90-mediated luciferase refolding in reticulocyte lysate; Rabbit reticulocyte lysate, luciferase refolding luminescence, 3 h; actives 0.91% (n = 290,000); inhibition, % at 5.6 µM;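 active = inhibition above the screen-wide mean plus 3 SD, computed separately per campaign, cut at about 16% in these data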;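 also: 0% = DMSO wells and 100% = 60 µM geldanamycin wells; inhibitors lower the luminescence because luciferase stays unfolded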
An asterisk follows results filed as active; u = inconclusive; x = no result given.

SMILES	AI-2 QS modul	KLF5 inhibitor	aSyn UTR inh	Platelet DG rel	HSF-1 act	HDAC3 inh	HSF1 inh	IEC-6 tox	HIF act	HSP90 inh
COc1ccc(C2C(C(=O)c3sc(C)nc3C)=C(O)C(=O)N2CCCn2ccnc2)cc1OC (stereo not drawn)	14	-18	-6	2	-7	8	-9	-4	0.0	2
Cc1ccc(Nc2nc(N)nc(CN3CCN(Cc4ccc5c(c4)OCO5)CC3)n2)cc1Cl	10	14	12	17	4	15	2	11	0.2	3
COc1ccc(C(=O)N2N=C(c3cccs3)CC2c2ccccc2O)cc1 (stereo not drawn)	6	-7	4	-17	20	2	7	-1	0.7	2
O[C@@H]1CN(Cc2ccccc2Cl)CC[C@H]1N1CCOCC1	8	12	0	2	-29	-7	-9	5	-1.3	0
COc1ccc2nc(NC(=O)CSc3nnnn3C3CCCCC3)sc2c1	39	-12	-6	1	8	1	4	-1	0.3	3
CCN(C(=O)COc1ccccc1)c1nnc(-c2cccnc2)s1	-15	-20	-26	1	7	-3	9	3	-11	3
C=CCNCCOc1ccc(C(C)(C)c2ccccc2)cc1	20	-8	-10	-37	7	12	-5	-1	0.8	0
O=C(NNC(=O)C1COc2ccccc2O1)c1cccc([N+](=O)[O-])c1 (stereo not drawn)	16	-18	10	-1	10	-9	2	2	-0.6	-5
CCOC(=O)c1cccc(NC(=O)CN(c2ccc(C)cc2)S(=O)(=O)c2c(C)n[nH]c2C)c1	5	-13	13	-1	9	1	-8	-1	-2.2	0
Cc1ccc(S(=O)(=O)N2CCC(C(=O)Nc3nnc(C)s3)CC2)cc1	17	-16	-1	9	4	-1	-7	3	-0.4	-4
Cc1nc2ccccc2n1CC(=O)c1ccccc1	12	-40	-4	2	-3	-1	-6	-5	-1.2	0
O=C(NC(=S)NCC1CCCO1)c1ccc(Br)o1 (stereo not drawn)	1	-78	-108	-5	23	2	11	3	0.9	3
COc1cccc(-c2cc(C(=O)N3CCN(Cc4ccc5c(c4)OCO5)CC3)on2)c1	7	-28	4	0	29	7	5	6	0.1	-6
CCCCCc1nc(N)c(C#N)c(-c2ccco2)c1CCCC	12	-20	-17	-1	7	-2	4	-2	-26	3
COc1ccccc1NC(=O)N1CCCC1C(=O)NCc1ccc2c(c1)OCO2 (stereo not drawn)	25	-34	0	-2	22	5	-3	-4	0.5	-4
COCCCNC(c1ccccc1)c1ccncc1 (stereo not drawn)	3	-5	-11	4	-16	-4	-5	-1	0.3	-4
CCn1c2ccccc2c2cc(NC(=O)COc3ccc(OC)cc3)ccc21	8	-37	15	9	9	5	2	5	-0.5	-3
CCCCCCN(C(=O)CCCCCN1C(=O)NC(c2ccc(-c3ccccc3)cc2)C(C(=O)OCc2ccccc2)=C1C)C(C(=O)NCCCC)c1ccc(-c2ccccc2)cc1 (stereo not drawn)	15	x	11	2	-26	x	-4	x	0.3	x
CCN(CC)CCN(C(=O)c1cccc(N2C(=O)CCC2=O)c1)c1nc2cc3c(cc2s1)OCO3	-5	-4	-20	-4	3	-2	-5	0	0.4	5
Cc1ccn2cc(CCNC(=O)COc3ccccc3)nc2c1	7	-8	-12	1	-5	-7	-6	0	0.1	-1
O=C(O)CS(=O)(=O)CC(=O)O	16	-4	17	0	7	0	-10	8	-0.1	3
COc1ccc(NC(=O)C/C(C)=N/NC(=O)COc2ccc(OC)cc2)cc1	8	3	1	19	-24	3	3	1	0.0	0
CC#CCCCC(=O)Nc1cccc(C(=O)O)c1	16	-33	-37	0	-11	-4	2	-4	1.6	5
COc1ccc(CCN2C(=NC(=O)CC(C)C)SC3CS(=O)(=O)CC32)cc1OC (stereo not drawn)	16	-22	24	2	-2	-2	-4	-4	-0.4	2
O=C(NNC(=S)NC(=O)c1cccs1)c1ccc(O)cc1	-34	-42	x	x	x	7	x	5	x	-3

6 records drawn at random from the list so far, as already listed:
SMILES	AI-2 QS modul	KLF5 inhibitor	aSyn UTR inh	Platelet DG rel	HSF-1 act	HDAC3 inh	HSF1 inh	IEC-6 tox	HIF act	HSP90 inh
COc1cccc(-c2cc(C(=O)N3CCN(Cc4ccc5c(c4)OCO5)CC3)on2)c1	7	-28	4	0	29	7	5	6	0.1	-6
Cc1ccn2cc(CCNC(=O)COc3ccccc3)nc2c1	7	-8	-12	1	-5	-7	-6	0	0.1	-1
COc1ccc(C2C(C(=O)c3sc(C)nc3C)=C(O)C(=O)N2CCCn2ccnc2)cc1OC (stereo not drawn)	14	-18	-6	2	-7	8	-9	-4	0.0	2
Cc1nc2ccccc2n1CC(=O)c1ccccc1	12	-40	-4	2	-3	-1	-6	-5	-1.2	0
CCN(CC)CCN(C(=O)c1cccc(N2C(=O)CCC2=O)c1)c1nc2cc3c(cc2s1)OCO3	-5	-4	-20	-4	3	-2	-5	0	0.4	5
O=C(NC(=S)NCC1CCCO1)c1ccc(Br)o1 (stereo not drawn)	1	-78	-108	-5	23	2	11	3	0.9	3

(cont.)
SMILES	AI-2 QS modul	KLF5 inhibitor	aSyn UTR inh	Platelet DG rel	HSF-1 act	HDAC3 inh	HSF1 inh	IEC-6 tox	HIF act	HSP90 inh
COc1cc2c(cc1C=O)OC(C)C2 (stereo not drawn)	8	-19	15	0	-17	0	-12	-1	0.1	2
CC1(C)C(=O)Nc2ccccc2N1C(=O)COc1ccc(S(=O)(=O)N2CCOCC2)cc1Cl	15	1	30	4	10	2	-6	-4	-0.4	-4
Cc1ccc(-c2n[nH]c(=S)n2/N=C/c2cccn2C)cc1	26	-10	7	-6	20	10	1	2	-0.4	-1
COc1ccc(CC(=O)N2CCN(c3ccccc3OC)CC2)cc1	23	-25	4	-9	18	-2	7	2	-0.2	-3
Cc1ccc(N(CC(=O)NCc2ccccc2)C(=O)c2csnn2)c(C)c1	28	-1	-8	-1	4	-7	-9	-3	-0.2	-2
CC(NC(=O)c1ccc(Br)cc1)c1ccc2c(c1)CCCC2 (stereo not drawn)	26	4	9	-2	5	x	3	-5	0.1	5
CC(=O)Nc1ccc(NC(=O)CSc2nc3ccccc3o2)cc1	3	-64	-15	1	8	1	-2	-12	1.5	-1
O=C(CSc1nnc(CNC(=O)c2ccccc2)o1)Nc1ccc2c(c1)OCO2	19	-14	-3	11	-2	0	-6	2	-0.3	2
Cc1cc(C(=O)N(C)C2CCCCC2)no1	17	-26	7	-9	-7	2	-7	-2	0.1	2
Cn1cccc1C(=O)NCc1ccc(S(N)(=O)=O)cc1	17	-9	-3	-4	5	-1	-8	-6	-0.1	-8
CC(=O)NC(C)CCc1ccccc1 (stereo not drawn)	16	16	-22	-6	16	9	0	4	0.7	1
COc1ccc(S(=O)(=O)NCc2csc(-c3cccnc3)n2)cc1	4	-14	-48	-2	-14	u	-2	0	0.5	-1
CCOC(=O)N1CCC(n2c(SCC(=O)NCCc3ccc(S(N)(=O)=O)cc3)nc3ccccc3c2=O)CC1	21	-4	3	5	4	1	2	5	-0.8	3
O=C(Cc1ccccc1)Nc1nnc(-c2cccs2)s1	8	-3	-142	-2	23	-23	14	-1	4.7	-1
Cc1cc(C)c2c(N)c(C(=O)NC3CC3)sc2n1	17	6	-7	-16	22	-1	9	12	0.2	2
O=C(O)C(Oc1ccc2ccccc2c1)c1ccccc1 (stereo not drawn)	55	x	-18	3	-3	0	-5	x	0.0	x
CC(C)(CNS(C)(=O)=O)SCc1ccc(Cl)cc1	3	-6	-4	2	-7	-3	-8	0	-0.2	3
O=C(NCc1n[nH]c(=S)n1-c1ccccc1)c1ccco1	30	-14	26	-3	-7	5	-7	-4	-0.3	0
COc1ccc(/C=C(\C#N)C(=O)ONC2=NCCCCC2)cc1	10	-9	-6	2	-4	-3	5	0	-0.6	-2
N#Cc1ccc(C(=O)Nc2nc(-c3cccs3)c(C(=O)C(F)(F)F)s2)cc1	5	16	25	-25	5	4	0	2	0.0	-2
COc1ccccc1N1CCN(C(=O)C(C)N(c2ccc(C)c(C)c2)S(C)(=O)=O)CC1 (stereo not drawn)	7	3	16	3	5	-3	0	0	-0.2	7
Cc1cc(/C=C\c2ccccc2)nc2ccccc12	0	5	-216	1	27	11	17	12	5.2	3
Cn1c(=O)oc2cc(S(=O)(=O)N3CCN(c4ccccc4)CC3)ccc21	17	-2	-26	0	0	-5	0	-4	-0.3	2
CN(C)S(=O)(=O)c1ccc(Cl)c(NC(=O)COC(=O)c2ccc(O)cc2)c1	1	-16	-23	-7	-4	-7	4	0	-0.1	-1
Cc1c(-c2ccccc2)c(=O)oc2cc(O)ccc12	17	-36	3	14	21	-81	-2	-5	-0.1	-3

Brought forward from above: three compounds, then new ones.
SMILES	AI-2 QS modul	KLF5 inhibitor	aSyn UTR inh	Platelet DG rel	HSF-1 act	HDAC3 inh	HSF1 inh	IEC-6 tox	HIF act	HSP90 inh
Cn1c(=O)oc2cc(S(=O)(=O)N3CCN(c4ccccc4)CC3)ccc21	17	-2	-26	0	0	-5	0	-4	-0.3	2
CN(C)S(=O)(=O)c1ccc(Cl)c(NC(=O)COC(=O)c2ccc(O)cc2)c1	1	-16	-23	-7	-4	-7	4	0	-0.1	-1
Cc1c(-c2ccccc2)c(=O)oc2cc(O)ccc12	17	-36	3	14	21	-81	-2	-5	-0.1	-3
O=C(C1CC12CCCC2)N1CCC(CO)(Cc2ccccc2Cl)CC1 (stereo not drawn)	14	-16	21	0	3	-10	0	0	-0.5	3
CN(CC(=O)Nc1cccc(S(=O)(=O)NC2=NCCCCC2)c1)Cc1ccc(C(C)(C)C)cc1	8	-5	3	-4	-3	0	-3	6	-2.6	6
CC(C)(C)c1ccc(/C=C/C(=O)N2CCOCC2)cc1	-72	-50	-147	-12	13	8	8	-10	3.7	-2
CC(=O)N1c2ccc(S(=O)(=O)N3CCC(C(=O)NCc4ccc(F)cc4)CC3)cc2CC1C (stereo not drawn)	16	-1	-16	7	4	-3	1	-2	-0.8	-9
CC1Cc2ccccc2N1C(=O)CNCCCN(C)C (stereo not drawn)	10	-5	-7	5	-3	1	-3	-3	-0.3	-3
CCCSC1=C(C#N)C(c2cc(OC)ccc2OC)CC(=O)N1 (stereo not drawn)	6	0	19	-2	11	4	11	2	0.1	-2
C/C(CC(=O)Nc1ccccn1)=N\NC(=O)C(=O)Nc1cccc(Cl)c1C	15	2	-4	0	9	-3	6	-1	0.7	6
C=C(C)[C@@H]1CC[C@]2(C(=O)O)CC[C@]3(C)[C@H](CC[C@@H]4[C@@]5(C)CC[C@H](O)C(C)(C)[C@@H]5CC[C@]43C)[C@@H]12	7	x	1	0	-15	9	2	x	-0.1	x
Cc1ccc(NC(=O)c2sc3ccccc3c2Cl)nc1	40	-55	-11	-35	14	3	-1	-3	0.9	-6
COCC(=O)Nc1cc(C)cn(Cc2ccc(F)cc2)c1=O	6	-35	-8	7	0	6	-4	-4	0.5	2
O=[N+]([O-])c1ccc(C(=S)N2CCC(Cc3ccccc3)CC2)cc1	8	-23	-10	8	-9	2	0	-9	-0.6	-10
